LmPK inh = inhibitors of Leishmania mexicana pyruvate kinase; 290,000 compounds, 0.37% hits; AID 1721; Potency, µM (top dose mostly 57.5 µM), for inactives: at the highest dose activity change, negative = inhibition, most hits filed as inhibitors; Q27686; purified LmPK, Kinase-Glo ATP luminescence, 1 h; note: potency is the fitted concentration of half-maximal effect; % is set by controls: 0 for no effect and ±100 for the full control effect
Target sequence (Q27686 whole entry, looked up): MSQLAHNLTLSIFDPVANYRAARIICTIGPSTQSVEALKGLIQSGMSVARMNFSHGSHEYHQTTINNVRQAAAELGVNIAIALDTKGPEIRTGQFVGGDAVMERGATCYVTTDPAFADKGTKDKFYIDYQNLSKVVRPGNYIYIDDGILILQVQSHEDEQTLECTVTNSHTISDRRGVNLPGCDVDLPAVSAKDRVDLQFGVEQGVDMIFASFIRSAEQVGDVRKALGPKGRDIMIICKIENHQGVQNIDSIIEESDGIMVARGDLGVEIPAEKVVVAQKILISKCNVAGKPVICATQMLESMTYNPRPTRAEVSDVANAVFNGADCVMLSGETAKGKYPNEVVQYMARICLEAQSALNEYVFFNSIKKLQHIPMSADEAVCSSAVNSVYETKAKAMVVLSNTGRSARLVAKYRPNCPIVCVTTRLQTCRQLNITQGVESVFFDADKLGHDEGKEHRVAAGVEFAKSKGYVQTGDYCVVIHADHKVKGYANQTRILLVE
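Kinase-Glo luminescence read after 1 h RT reaction of 0.1 nM LmPK with 0.5 mM PEP and 0.1 mM ADP. Activity scaled between uninhibited and enzyme-free controls.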
Pf growth 48h = P. falciparum growth inhibition at 48 hours (one generation). P. falciparum luciferase growth in erythrocytes, 48 h. Potency, µM (top dose mostly 28.7 µM), for inactives: at the highest dose activity change, negative = inhibition, hits mostly inhibitors. 310,000 compounds, 5.9% hits. AID 504832; note: potency is the fitted concentration of half-maximal effect; % is set by controls: 0 for no effect and ±100 for the full control effect
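Firefly luciferase activity from engineered P. falciparum reports growth; inhibitors lower the luminescent signal. Cultures contained 2% hematocrit erythrocytes at 0.1% final parasitemia.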
Shiga inhibitor = Shiga toxin inhibition; Vero cells, Shiga toxin protein synthesis inhibition reporter; inhibition, % at 38.7 µM; 290,000 compounds, 9.2% hits; AID 2315; in the data active = inhibition mostly above about 28%, no sharp cut-off; inactive = mostly below about 43%; note: 0% is about no effect
CHX counter = affects cycloheximide protein synthesis inhibition readout, counter-screen; cell reporter, cycloheximide protein synthesis inhibition counterscreen; max response, %; 300,000 compounds, 12% hits; AID 2314; in the data active = max response mostly above about 13%, no sharp cut-off; inactive = mostly below about 14%; note: read at 38.3 µM for the half of the compounds with a filed dose; 0% is about no effect
Pf growth 96h = P. falciparum growth inhibition at 96 hour, primary screen for plastid delayed-death inhibitors | P. falciparum luciferase reporter growth, 96 h | Potency, µM (highest dose often 28.7 µM), without a hit: at the top dose activity change, negative = inhibition, most hits filed as inhibitors | 320,000 compounds, 6.9% hits; note: potency is the fitted concentration of half-maximal effect; % is set by controls: 0 for no effect and ±100 for the full control effect
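Parasite growth measured via integrated firefly luciferase reporter in P. falciparum. Infected erythrocytes at 2% hematocrit, 0.05% parasitemia final were treated 96 hours at 37 C under 5% CO2, and luminescence was read.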
AMA1-RON2 inh = disrupts binding of P. falciparum AMA1 to RON2; AlphaScreen AMA1-biotinylated RON2 peptide binding; Potency, µM (titrated, usually from 58.2 µM), inactives show at the highest dose activity change, negative = inhibition, usual class: inhibitors; 360,000 compounds, 0.2% hits; AID 720542;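 note: potency is the fitted concentration of half-maximal effect; 0% = vehicle wells and -100% = peptide control; nearly all actives have a fitted effect of over 45% in size; some results filed as inactive show a strong effect at the top dose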
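AMA1 (3D7) with his tag at 25 nM final met compounds first, then biotinylated RON2 peptide at 25 nM; detection used donor plus acceptor beads, 10 µg/mL apiece, read by AlphaScreen after 30 min at room temperature.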
TbPYK inhibitor = inhibitors of Trypanosoma brucei pyruvate kinase; Potency, µM (top dose mostly 76.8 µM), without a hit: at the top dose activity, negative = inhibition, actives largely listed as inhibitors; 410,000 compounds, 0.12% hits; TbPYK enzyme, Kinase-Glo Plus ATP luminescence, 45 min; Q57TT1; note: potency is the fitted concentration of half-maximal effect; % is set by controls: 0 for no effect and ±100 for the full control effect; nearly all actives have a fitted effect of over 50% in size
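Assay buffer: 50 mM TEA pH 7.2, 100 mM KCl, 10 mM MgCl2, 0.05% BSA, 0.01% Tween-20. Pyruvate kinase from T. brucei plus substrate met compound, then ADP (130 uM final). Luminescence was read post 45 min RT.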
An asterisk follows results filed as active; ? = inconclusive; . = no result given; & = joins results of further samples; [ ] = another dose, or the depositor's remark. Unless noted, calls come from the whole dose curve; as a rule, active = well fitted curve in the direction sought with a large enough effect; inconclusive = small, poorly fitted or top-dose-only effect, or another doubt; inactive = no such curve, though single readings can be large; an effect the other way counts as inactive or inconclusive.

SMILES	LmPK inh	Pf growth 48h	Shiga inhibitor	CHX counter	Pf growth 96h	AMA1-RON2 inh	TbPYK inhibitor
O=C(c1ccccc1)C1NC1c1ccccc1 (centres undefined)	4%	59%[activator]	47*	61*	103%[activator]	7%	6%
Cn1nc(-c2ccccc2)c2cc(C(=O)O)sc21	-4%	.	18	16	21%	-18%	-3%
O=C(CN1CCN(S(=O)(=O)c2ccc(Br)cc2)CC1)Nc1ccc2c(c1)OCCO2	0%	?	-14	-2	?	-2%	-11%
Cc1ccc(-n2nc3ccc(NC(=O)c4ccco4)cc3n2)cc1	1%	.	51*	38*	0%	-2%	1%
Cc1c(NC(=O)Nc2ccccc2Cl)sc(=S)n1C	-4%	12%	10	-2	7%	3%	-3%
COc1ccccc1CN(C)C(=O)c1cc(-c2cccs2)nc2ccccc12	2%	?	-5	-1	?	7%	-1%
CC(C)c1ccc(/C=C/C(=O)NCCCN2CCOCC2)cc1	.	6%	.	.	?	-20%	-11%
COc1ccc(-n2c(=O)c3c(C)c(C)sc3n(Cc3cccc(F)c3)c2=O)c(OC)c1	4%	12%	-9	2	?	17%	7%
CC1(C)Cc2c(sc(/N=C/N3CCOCC3)c2C#N)C(C)(C)N1	0%	-17%	-5	-3	10%	-12%	4%
CCC(Cc1ccccc1)NC(=O)Cn1ncc2ccsc2c1=O (centres undefined)	-4%	10%	8	2	?	6%	1%
Cc1ccc(C)c(NC(=O)CSc2nc3c(oc4ccccc43)c(=O)n2-c2ccccc2)c1	3%	11%	3	1	?	12%	-1%
COc1ccccc1NS(=O)(=O)c1ccc(C)c(NC(=O)NCCCl)c1	3%	-16%	69	-1	?	-10%	-8%
CCOC(=O)Cc1csc(NC(=O)CSc2nnc3ccccn23)n1	7%	-16%	-10	-3	?	-7%	0%
COc1cccc2c1-c1c(C(=O)O)cccc1C2=O	-1%	?	.	-2	-2%	-7%	4%
COc1ccccc1CC(=O)NCC(c1ccco1)N1CCCCC1 (centres undefined)	1%	?	-9	6	?	-1%	7%
CCc1ccc(-c2cc3c(=O)n(CC(=O)N4CCCC4)nc(C)n3n2)cc1	1%	1%	20	-1	0%	14%	4%
CCCCCCCNC(=O)COc1ccc2c(c1)C(=O)CC(C)(C)O2	-3%	.	-5	-1	?	17%	-4%
Cc1onc(-c2ccccc2Cl)c1C(=O)NC(=S)NCC(=O)c1ccccc1	2%	53%[activator]	30	18	-15%	14%	-3%
Cc1cccc(C)c1NC(=O)COC(=O)c1c2c(nc3ccccc13)/C(=C\c1ccc3c(c1)OCO3)CCC2	0%	8.3µM*	44*	18*	?	4%	2%
O=C(Nc1ccc(F)c(Cl)c1)Nc1cnccn1	1%	34%[activator]	16	10	26%	-5%	-3%
CCC(C)N(C(=O)CSc1nc(C)nc2ccccc12)C1CCS(=O)(=O)C1 (centres undefined)	.	?	.	.	15µM*	6%	0%
COc1cccc(CNC(=O)C2CCC(=O)N(CCc3cccc(F)c3)C2)c1 (centres undefined)	-3%	9%	13	2	0%	15%	-10%
Cc1ccc(CNC(=O)c2ccc(N3CCC4(CC3)CC(c3cccc(Br)c3)=NO4)c(NC(=O)c3ccco3)c2)cc1	.	1.7µM*	.	.	3.7µM*	-1%	3%
Cn1cccc1C(NC(=O)c1ccccc1)C(Cl)(Cl)Cl (centres undefined)	1%	-19%	-3	-1	-7%	-19%	0%
COc1ccc(/C=N/NC(=O)c2cccc(NC(=O)c3ccc(F)cc3)c2)c(C(=O)O)c1OC	0%	?	18	5	?	19%	1%
Continued.
SMILES	LmPK inh	Pf growth 48h	Shiga inhibitor	CHX counter	Pf growth 96h	AMA1-RON2 inh	TbPYK inhibitor
CN1CCN(Cc2cn3cccnc3n2)CC1	-3%	-5%	8	11	-4%	1%	-9%
O=C(COc1ccc(S(=O)(=O)N2CCCC2)cc1)N1CCN(c2ccccc2F)CC1	1%	?	-6	3	45%	-4%	-2%
COc1ccc(CN2C(=O)c3cccnc3C2O)cc1 (centres undefined)	-7%	-2%	-8	-3	.	-19%	-6%
CCCN(CCC)CCNC(=O)C1c2ccccc2C(=O)N(CCOC)C1c1ccc(F)cc1 (centres undefined)	4%	-20%	-5	-5	?	-4%	-4%
COc1ccc(OCC(O)Cn2c(=N)n(CCN3CCOCC3)c3ccccc32)cc1 (centres undefined)	-3%	?	25	-10	.	-20%	11%
CCOc1ccc(N(CC(=O)NCc2cccc(OC)c2)S(=O)(=O)c2c(C)noc2C)cc1	2%	?	-6	2	?	9%	-2%
C#CCOCCOCCOCCNc1nc(N2CCN(C(=O)[C@H](Cc3cc4ccccc4[nH]3)n3cc([C@@H](N)Cc4ccc(O)cc4)nn3)CC2)nc(N2CCN(C(=O)[C@H](Cc3cc4ccccc4[nH]3)n3cc([C@@H](N)CC(C)C)nn3)CC2)n1	3%	13µM*	-1	-2	10µM*	?	-4%
CCOc1ccc2[nH]cc(S(=O)(=O)c3ccc(Cl)cc3)c(=O)c2c1	10%	-13%	12	4	-2%	-5%	7%
COc1ccc(NC(=O)CCNS(=O)(=O)c2cccc3nonc23)cc1	1%	36%[activator]	-9	-3	-25%	2%	-5%&-4%
COC(=O)c1sccc1NC(=O)C1C2C=CC(O2)C1C(=O)O (centres undefined)	6%	-24%	-6	-5	.	-8%	-9%
C#CCNc1nc(C)nc2c1nnn2Cc1ccccc1F	1%	-5%	-2	-3	-16%	-6%	3%
CSc1nc2ccccc2n1Cc1c(Cl)cccc1Cl	2%	.	-2	-2	12µM*	-4%	2%
CC1CCC2(CC1)NC(=O)N(CC(=O)NCc1ccc(F)cc1)C2=O (centres undefined)	.	-15%	.	.	?	-7%	-8%
Cc1cccc(C(=O)O/N=C(\N)CS(=O)(=O)c2ccccc2)c1	1%	0%	48	16*	10%	-3%	-1%
CS(=O)(=O)N1CCN=C1SCc1ccc(F)cc1	1%	-13%	9	-2	?	2%	0%
CN1CCN(C(=O)C2CCC(CNS(=O)(=O)c3cccc4cccnc34)CC2)CC1 (centres undefined)	4%	.	-11	-6	?	2%	2%
Cc1ccc(C)c(CSc2nnc(C)c(=O)[nH]2)c1	5%	-30%	1	1	5%	15%	-11%
COc1ccc(CN(C)C(=O)c2[nH]c(C)c(C(C)=O)c2C)c(OC)c1OC	-4%	-4%	-8	0	-5%	4%	-5%
CCCC(NC(=O)CCc1c(C)c2cc3c(-c4ccccc4)coc3cc2oc1=O)C(=O)O (centres undefined)	3%	-3%	-1	-1	3%	-12%	1%
CC(C)NC(=O)C1CCN(C(=O)C(C(=O)c2ccccc2)n2cc(Cl)ccc2=O)CC1 (centres undefined)	-1%	9%	-19	-4	65%[activator]	5%	-3%
CCOc1ccc(C(CC(=O)O)NS(=O)(=O)c2ccc(C)cc2)cc1OC (centres undefined)	-4%	39%[activator]	-5	-1	?	7%	?
COc1ccc(CN(C(=O)c2cccc(OC)c2)C2CCS(=O)(=O)C2)cc1 (centres undefined)	-3%	18%	-11	-1	-16%	-14%	-14%
O=C1COc2ccc(S(=O)(=O)N3CCc4ccccc43)cc2N1	-3%	?	-2	-2	-13%	-13%	-2%
COc1ccc(OC)c(N2C(=O)NC(=O)C3(Cc4cc(C)ccc4N(C)C3)C2=O)c1 (centres undefined)	1%	?	-4	-3	?	-2%	1%
CCNc1nc(NCC)n2c(SCC(=O)Nc3cccc(Cl)c3)nnc2n1	.	12µM*	.	.	5.2µM*	-16%	-7%

Rewritten with two lines to a compound: part of the list above.
The line under a structure holds: LmPK inh, Pf growth 48h, Shiga inhibitor, CHX counter, Pf growth 96h, AMA1-RON2 inh, TbPYK inhibitor
CC1CCC2(CC1)NC(=O)N(CC(=O)NCc1ccc(F)cc1)C2=O (centres undefined)
→ ., -15%, ., ., ?, -7%, -8%
Cc1cccc(C(=O)O/N=C(\N)CS(=O)(=O)c2ccccc2)c1
→ 1%, 0%, 48, 16*, 10%, -3%, -1%
CS(=O)(=O)N1CCN=C1SCc1ccc(F)cc1
→ 1%, -13%, 9, -2, ?, 2%, 0%
CN1CCN(C(=O)C2CCC(CNS(=O)(=O)c3cccc4cccnc34)CC2)CC1 (centres undefined)
→ 4%, ., -11, -6, ?, 2%, 2%
Cc1ccc(C)c(CSc2nnc(C)c(=O)[nH]2)c1
→ 5%, -30%, 1, 1, 5%, 15%, -11%
COc1ccc(CN(C)C(=O)c2[nH]c(C)c(C(C)=O)c2C)c(OC)c1OC
→ -4%, -4%, -8, 0, -5%, 4%, -5%
CCCC(NC(=O)CCc1c(C)c2cc3c(-c4ccccc4)coc3cc2oc1=O)C(=O)O (centres undefined)
→ 3%, -3%, -1, -1, 3%, -12%, 1%
CC(C)NC(=O)C1CCN(C(=O)C(C(=O)c2ccccc2)n2cc(Cl)ccc2=O)CC1 (centres undefined)
→ -1%, 9%, -19, -4, 65%[activator], 5%, -3%
CCOc1ccc(C(CC(=O)O)NS(=O)(=O)c2ccc(C)cc2)cc1OC (centres undefined)
→ -4%, 39%[activator], -5, -1, ?, 7%, ?
COc1ccc(CN(C(=O)c2cccc(OC)c2)C2CCS(=O)(=O)C2)cc1 (centres undefined)
→ -3%, 18%, -11, -1, -16%, -14%, -14%
O=C1COc2ccc(S(=O)(=O)N3CCc4ccccc43)cc2N1
→ -3%, ?, -2, -2, -13%, -13%, -2%
COc1ccc(OC)c(N2C(=O)NC(=O)C3(Cc4cc(C)ccc4N(C)C3)C2=O)c1 (centres undefined)
→ 1%, ?, -4, -3, ?, -2%, 1%
CCNc1nc(NCC)n2c(SCC(=O)Nc3cccc(Cl)c3)nnc2n1
→ ., 12µM*, ., ., 5.2µM*, -16%, -7%

Later entries.
SMILES	LmPK inh	Pf growth 48h	Shiga inhibitor	CHX counter	Pf growth 96h	AMA1-RON2 inh	TbPYK inhibitor
COc1ccccc1N(CC(=O)NCC1CCCO1)C(=O)Cn1nnc(-c2cccs2)n1 (centres undefined)	4%	8%	-3	7	18%	-21%	4%
COc1ccc(/C=C/C(=O)OCC(=O)Nc2ccc3c(c2)OCO3)cc1	.	2%	.	.	13%	2%	8%
O=C(NNC(=O)c1ccccc1Br)c1ccncc1	-5%	24%	-7	-4	10µM*	4%	-4%
CCOC(=O)c1sc(NC(=O)c2cc(S(=O)(=O)N3CCOCC3)ccc2C)nc1C	-5%	5%	-15	-1	-11%	-6%	-3%
COc1cccc(-c2nc(N)nc(SC)c2C#N)c1	0%	16%	31	14*	35%[activator]	13%	1%
Cc1cccc(C(=O)NC(C(=O)Nc2cccc(S(=O)(=O)N3CCCC3)c2)C(C)C)c1 (centres undefined)	.	?	.	.	?	-8%	3%
CN(C)S(=O)(=O)c1cccc(NC(=O)COC(=O)/C=C/c2ccco2)c1	3%	19%	-3	2	51%[activator]	-7%	-23%
COc1ccc(OC)c2c1sc(=NC(=O)c1cccc(N3C(=O)CCC3=O)c1)n2C	2%	?	-2	-3	?	3%	-7%
